Abeta rescue = compounds reversing amyloid beta toxicity in yeast. Potency, µM (highest dose often 46.1 µM), inactives show at the highest dose growth rescue, hits mostly activators. yeast expressing A-beta42, growth rescue, OD600, 48 h; response scale: 0% DMSO, 100% iron-clioquinol control. hit rate 0.063% among 410,000. AID 1347071; also: potency is read from the fitted curve at half-maximal effect; nearly all actives have a fitted effect of over 55% in size
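Growth rescue measured by 600 nm absorbance after 48 h yeast culture at 30 C with compound. Values normalized between DMSO and an equimolar ferric chloride plus clioquinol control.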
EPAC1 antagonist = EPAC1 (human) antagonism; hit rate 0.14% among 360,000; Potency, µM (top dose mostly 115 µM), inactives show top-dose activity change, negative = inhibition, hits mostly inhibitors; EPAC1 GEF assay, Rap1b-BODIPY-GDP exchange fluorescence; O95398;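 also: potency is read from the fitted curve at half-maximal effect; plate controls were vehicle for no effect and positive control for full effect; nearly all actives have a fitted effect of over 50% in size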
Target sequence (O95398 whole entry, looked up): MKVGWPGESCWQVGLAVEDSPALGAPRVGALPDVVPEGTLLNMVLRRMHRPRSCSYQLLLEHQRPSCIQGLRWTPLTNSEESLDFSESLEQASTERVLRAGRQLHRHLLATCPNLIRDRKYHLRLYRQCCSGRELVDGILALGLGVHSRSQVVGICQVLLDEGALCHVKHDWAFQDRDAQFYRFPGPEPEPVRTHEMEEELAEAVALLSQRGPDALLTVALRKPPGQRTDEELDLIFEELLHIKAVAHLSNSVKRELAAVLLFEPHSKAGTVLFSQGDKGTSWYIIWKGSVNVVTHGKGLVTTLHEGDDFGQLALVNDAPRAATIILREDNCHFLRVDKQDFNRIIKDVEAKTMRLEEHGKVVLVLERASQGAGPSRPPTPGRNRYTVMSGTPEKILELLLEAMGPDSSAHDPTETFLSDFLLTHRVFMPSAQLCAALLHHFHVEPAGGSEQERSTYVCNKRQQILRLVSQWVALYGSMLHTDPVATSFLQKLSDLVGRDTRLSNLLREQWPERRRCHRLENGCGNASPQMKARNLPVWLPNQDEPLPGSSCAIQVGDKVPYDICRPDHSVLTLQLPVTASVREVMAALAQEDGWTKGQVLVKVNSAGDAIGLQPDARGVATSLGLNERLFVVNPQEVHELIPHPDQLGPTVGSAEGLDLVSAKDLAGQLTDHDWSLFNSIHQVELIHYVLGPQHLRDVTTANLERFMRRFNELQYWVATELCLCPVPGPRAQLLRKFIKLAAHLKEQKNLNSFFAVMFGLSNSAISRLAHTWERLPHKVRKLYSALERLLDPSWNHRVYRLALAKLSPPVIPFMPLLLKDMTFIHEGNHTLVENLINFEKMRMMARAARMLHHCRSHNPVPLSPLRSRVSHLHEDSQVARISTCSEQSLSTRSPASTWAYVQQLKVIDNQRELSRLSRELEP
aSyn yeast inh = inhibitors of alpha-synuclein toxicity in yeast; Potency, µM (titrated, usually from 46.1 µM), for inactives: at the highest dose growth rescue (activation), hits mostly activators; Yeast expressing alpha-synuclein, growth rescue, BacTiter-Glo, 24 h; AID 652106; hit rate 0.14% among 370,000; also: potency is read from the fitted curve at half-maximal effect; % of control where 0% means no effect; nearly all actives have a fitted effect of over 65% in size
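Readout is rescue of growth in alpha-synuclein-expressing yeast, so inhibitors of toxicity appear as activators. Growth after 24 hr at 30 deg C in galactose medium is quantified by luminescence.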
FUS suppressor = rescues growth of FUS-expressing yeast; AID 1347120; Potency, µM (series often up to 76.6 µM), without a hit: top-dose growth rescue (activation), usual class: activators; S. cerevisiae FUS-expressing, growth rescue, OD600, 24 h; hit rate 0.24% among 390,000;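 also: potency is read from the fitted curve at half-maximal effect; plate controls were DMSO vehicle for no effect and reference control for full effect; nearly all actives have a fitted effect of over 55% in size; some results filed as inactive show a strong effect at the top dose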
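Quantitative HTS measuring growth restoration of FUS-toxic yeast. Galactose-induced cells (OD 0.005) were exposed 24hr at 30C to compounds at several concentrations, then absorbance at 600 nm was recorded.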
PI5P4Ka inh = blocks human PI5P4K alpha kinase activity | PI5P4Kalpha enzyme, ADP-Glo luminescence, 60 min; hits give low values | P48426 | hit rate 1.2% among 330,000 | max response, %; active = max response of -50% or lower; inconclusive = between -30% and -50%; inactive = -30% or higher; also: value at the top dose of about 77 µM; % is scaled to controls: 0 for no effect and ±100 for the full control effect
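Single end-point luminescence (ADP-Glo) quantified ADP from PI5P4Kalpha turnover; ATP 5 microM final, 1 h at RT, 0.1% CHAPS and 0.28 mM EGTA in HEPES pH 7.4.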
EPAC1 agonist = EPAC1 (human) agonism. O95398. EPAC1 agonist qHTS, biochemical assay; response scale: 100% = response to 6.5 mM cAMP. Potency, µM (series often up to 154 µM), for inactives: top-dose activation, hits mostly activators. hit rate 0.073% among 360,000. AID 720707; also: potency is read from the fitted curve at half-maximal effect; nearly all actives have a fitted effect of over 60% in size
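Normalized to 6.5 mM cAMP, activity reflects EPAC1-catalysed release of BODIPY-GDP from Rap1B, followed kinetically over 30 min at 480 nm excitation, 540 nm emission. Reaction contained 100 nM EPAC1, 250 nM Rap1B-BODIPY-GDP, 50 uM GDP.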
IL2 activator = IL-2 activation. IL-2 activation reporter assay, cell-based qHTS; stimulated with anti-CD3/CD4/CD28 beads; in transgenic mouse T cells. activation, % (series mostly up to about 46 µM). hit rate 0.065% among 360,000. AID 652025; in the data active = activation above about 50%; inconclusive = mostly about 30% to 49%; also: 0% is about no effect
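Quantitative HTS in unstimulated transgenic mouse T cells, with memory T cells as non-tolerant control and PMA/ionomycin as tolerance-bypass control. Compound pretreatment lasted 60 minutes before 18 h bead stimulation; EGFP/DsRed fluorescence read.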
WRN inhibitor = inhibitors of human WRN helicase. Q14191. Potency, µM (highest dose often 114 µM), for the others: top-dose activity change, negative = inhibition, usual class: inhibitors. hit rate 0.46% among 360,000. AID 651768. WRN helicase unwinding, fluorescent forked duplex, kinetic; also: potency is read from the fitted curve at half-maximal effect; % is scaled to controls: 0 for no effect and ±100 for the full control effect; nearly all actives have a fitted effect of over 55% in size
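Enzyme (20 nM final) and test compound sit together 15 min at room temperature before substrate addition. Substrate is a single-forked duplex oligonucleotide (100 nM) labelled with fluorophore and quencher, with 2 mM ATP; helicase unwinding raises red fluorescence, read kinetically.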
PLK1 PBD block = PLK1 (human) polo-box domain binding inhibition | P53350 | Plk1 PBD binding of FITC phosphopeptide, fluorescence polarization | Potency, µM, inactives show max response, negative = inhibition, actives largely listed as inhibitors | hit rate 2.8% among 360,000 | AID 720504; also: potency is read from the fitted curve at half-maximal effect; series mostly up to about 57 µM; % is scaled to controls: 0 for no effect and ±100 for the full control effect; nearly all actives have a fitted effect of over 65% in size
Starred values were filed as active, the others as inactive; u = inconclusive; x = no result given; [ ] = another dose, or the depositor's remark. Unless noted, calls follow the shape of the dose curve; as a rule, active = well fitted curve in the direction sought with a large enough effect; inconclusive = small, poorly fitted or top-dose-only effect, or another doubt; inactive = no such curve, though single readings can be large; an effect the other way counts as inactive or inconclusive.

SMILES	Abeta rescue	EPAC1 antagonist	aSyn yeast inh	FUS suppressor	PI5P4Ka inh	EPAC1 agonist	IL2 activator	WRN inhibitor	PLK1 PBD block
CCOc1ccc(C(=O)N2CCN(Cc3ccccc3)CC2)cc1OCC	17%	-7%	0%	-6%	2	2%	-0.2	-15%	-4%
Cc1cccc(NS(=O)(=O)c2cc(Cl)ccc2Cl)n1	-6%	-18%	-9%	7%	5	4%	-1.9	-5%	3%
CCCCN(CCCC)C(=O)c1nsnc1-c1ccccc1O	-7%	-20%	9%	27%	x	-2%	-1.0	-5%	-6%
CCOc1ccc(N2CC(O)Cn3c2nc2c3c(=O)n(CCCc3ccccc3)c(=O)n2C)cc1 (stereo not drawn)	-3%	1%	6%	11%	-1	-15%	-0.2	-4%	3%
CCn1ccnc1CN(C)C(=O)c1ccc(OC2CCN(CCc3ccccc3)CC2)cc1	0%	-23%	-4%	-7%	8	1%	-4.6	-3%	-16%
C[C@@H]1CC=C[C@H]2[C@H]1C(=O)N(Cc1ccccc1)[C@H]2c1ccc(F)c(/C=C/c2ccccc2)c1	-5%	-4%	9%	26%	4	0%	-0.7	-6%	-8%
CCOc1ccc(-n2c(SCc3cc(=O)oc4cc(C)ccc34)nnc2-c2cccnc2)cc1	-3%	-10%	2%	36%	2	-8%	-0.1	-5%	3%
O=C1[C@@H]2Cc3c([nH]c4ccccc34)C(c3ccccc3)N2C(=O)CN1C1CCN(Cc2ccccc2)CC1 (stereo partly drawn)	-22%	-24%	-10%	28%	3	-3%	-0.4	-3%	-9%
COC(=O)[C@]1(Cc2ccccc2)N[C@H](CN(C)C(=O)c2ccc(C)cc2)[C@@H]2C(=O)N(Cc3ccccc3)C(=O)[C@@H]21	9%	-5%	0%	4%	-1	3%	-0.5	-4%	-7%
CS(=O)(=O)c1cccc(-c2nnc(NC(=O)C3=COCCO3)o2)c1	-7%	2%	2%	-6%	1	-1%	-0.1	-5%	4%
Cc1cccc(NC(=O)CSCC(=O)Nc2sccc2C#N)c1	6%	-3%	0%	18%	u	-3%	-0.5	-10%	-24%
Cc1cc(C)c2c(N)c(C(=O)c3ccccc3Cl)sc2n1	18%	1%	5%	8%	-1	-1%	-0.6	-6%	-4%

Quoted at random: two entries already listed.
SMILES	Abeta rescue	EPAC1 antagonist	aSyn yeast inh	FUS suppressor	PI5P4Ka inh	EPAC1 agonist	IL2 activator	WRN inhibitor	PLK1 PBD block
CCOc1ccc(N2CC(O)Cn3c2nc2c3c(=O)n(CCCc3ccccc3)c(=O)n2C)cc1 (stereo not drawn)	-3%	1%	6%	11%	-1	-15%	-0.2	-4%	3%
Cc1cc(C)c2c(N)c(C(=O)c3ccccc3Cl)sc2n1	18%	1%	5%	8%	-1	-1%	-0.6	-6%	-4%

Next results
SMILES	Abeta rescue	EPAC1 antagonist	aSyn yeast inh	FUS suppressor	PI5P4Ka inh	EPAC1 agonist	IL2 activator	WRN inhibitor	PLK1 PBD block
Clc1ccc(-c2nnc(-c3ccccc3)c(-c3ccccc3)n2)cc1	2%	8%	-13%	-13%	-7	-5%	1.3	-28%	2%
Cn1c(COc2ccccc2)nnc1SCC(=O)NCc1ccccc1	14%	9%	7%	2%	x	-1%	0.8	3%	-3%
Cc1c(CCO)c(=O)n(-c2ccccc2)n1S(=O)(=O)c1ccc(F)cc1	6%	-19%	0%	12%	2	-13%	2.7	6%	-7%
CC(C)Sc1nc2sc(-c3ccccc3)cc2c(=O)n1N	2%	0%	3%	6%	4	14%	0.4	2%	-1%
CC(NC(=O)COC(=O)c1cc([N+](=O)[O-])ccc1N1CCOCC1)c1ccc(F)cc1 (stereo not drawn)	-3%	-2%	9%	2%	u	-1%	-2.0	-8%[11.6 µM]	-7%
CN(Cc1ccccc1)C(=O)[C@@H]1CCCN1C(=O)OC(C)(C)C	-8%	0%	-8%	5%	2	15%	-0.3	3%	-14%
O=C(CSc1nc2cc(C(F)(F)F)ccc2n1Cc1ccccc1)NC1CCS(=O)(=O)C1 (stereo not drawn)	24%	-4%	-2%	8%	-6	1%	-1.0	-2%	-10%
Cc1ccc(C(=O)NCC(=O)N2CCCCCC2)cc1	0%	4%	0%	1%	-1	16%	-0.5	0%	-12%
CC12CCC(C(=O)Nc3c(Cl)cccc3Cl)(C(Br)C1=O)C2(C)C (stereo not drawn)	2%	6%	0%	7%	5	-4%	-2.0	-4%	-3%
CCN1CCc2c(OCc3ccc(C)cc3)cccc2C1=O	-1%	-28%	2%	-20%	5	-4%	3.7	-9%	-1%
CC(C)Oc1ccc(CSc2ncn[nH]2)cc1	-21%	-20%	3%	-17%	3	-5%	-1.1	5%	-10%
Cc1ccc(NC(=O)CN(C)C(=O)c2ccc(COc3ccccc3)cc2)cc1	1%	12%	0%	-13%	1	6%	5.4	-2%	-5%
COC(=O)[C@H](NCc1ccc(OC)c(B(O)O)c1)C(C)C	-4%	-12%	13%	-14%	-5	-18%	0.1	-4%	-16%
CCn1c2ccccc2c2cc(NC(=O)c3cccc(OC)c3OC)ccc21	-1%	-18%	14%	27%	12	15%	-0.8	-11%	-7%
FC(F)(F)c1cccc(N2CCN(CC3CC=CCC3)CC2)c1 (stereo not drawn)	7%	-10%	6%	9%	16	-3%	0.6	2%	-1%
Cc1ccc2c(Cl)c(C(=O)NCC3CCCO3)sc2c1 (stereo not drawn)	-8%	-10%	-1%	u	x	8%	-2.4	-4%	-10%
N#CC1=C(N)C(C#N)(C#N)C(c2ccncc2)C2CN(C(=O)OCc3ccccc3)CC=C12 (stereo not drawn)	-5%	-9%	0%	10%	-15	26%	0.8	-27%	-14%
C[C@@H]1C[C@H]2[C@@H]3CCC4=CC(=O)C=C[C@]4(C)[C@@]3(F)[C@@H](O)C[C@]2(C)[C@H]1C(=O)CO	-6%	-19%	-9%	-23%	-1	-9%	-0.8	2%	-24%
COc1ccc2oc(=O)c(C(=O)NCc3ccc(F)cc3)cc2c1	-9%	-9%	4%	1%	2	5%	0.8	-17%	-4%
COC(=O)N/N=C/c1cc(C)n(-c2cccc3ccccc23)c1C	-17%	-18%	0%	x	-16	-6%	1.8	5%	-5%
COC(=O)[C@H](CC(C)C)NC(=O)NC1CCCc2ccccc21 (stereo partly drawn)	u	5%	0%	-2%	8	1%	-0.3	1%	1%
O=C(Nc1ccc(F)cc1)NC1CCCCC1	6%	-5%	-9%	-21%	x	1%	-2.2	-3%[57.1 µM]	-2%
Cc1ccc(C)c2[nH]c(=O)c(CN(Cc3ccc4c(c3)OCO4)Cc3nnnn3Cc3ccco3)cc12	-1%	-18%	8%	33%	0	6%	-0.2	2%	-6%
Cc1ccc(-c2c(C)n([O-])c3c([n+]2=O)CCCC3)o1	9%	13%	-12%	-12%	-8	8%	-0.4	-1%	-1%
O=C(CN1CCCc2ccccc21)NCc1ccc2c(c1)OCO2	11%	-3%	15%	35%	x	8%	-1.5	-1%	-10%
CC(C)(C)OC(=O)N1CCCC(C(=O)Nc2cccc(C(=O)NC3CC3)c2)C1 (stereo not drawn)	-19%	5%	-3%	-10%	-3	-8%	-0.3	0%	-6%
COc1c(Br)cc(Br)cc1C(=O)O	14%	0%	-1%	19%	x	0%	-1.3	4%	0%
O=S(=O)(Nc1cccc2ccccc12)c1cccs1	17%	-15%	2%	22%	6	-5%	-1.4	-3%	-3%
Cc1cccc(C)c1NC(=O)[C@@]1(CC(=O)O)CC(/C=C/c2ccccc2)=NO1	-7%	4%	0%	13%	7	4%	0.5	14%	-5%
O=C(NNC(=S)Nc1ccc(Cl)cc1)c1ccccc1	34%	-24%	-3%	8%	4	3%	-0.4	10%	-26%
O=C(CSc1nnc2ccc(-c3cccnc3)nn12)Nc1cccc(F)c1	6%	7%	-5%	13%	0	3%	-5.3	-3%	-12%
C/C(=N\NC(=O)Cc1c(C)[nH][nH]c1=O)c1cccc(Br)c1	-6%	-14%	-6%	-10%	-9	-6%	-2.0	-3%	-10%
O=C(CN1C(=O)C(=O)c2ccccc21)OCN1C(=O)c2ccccc2C1=O	2%	6%	3%	3%	-6	4%	3.5	-10%	-21%
CCn1c(N2CCC(Cc3ccccc3)CC2)nc2c1c(=O)[nH]c(=O)n2C	-28%	u	18%	28%	4	-1%	1.5	-8%	30µM*
O=C(Nc1ccc2ccccc2c1)c1ccc(Cl)cc1	-15%	2%	-12%	-13%	-6	0%	2.8	-7%	-15%
O=C(NCCCn1ccnc1)c1sc2cc([N+](=O)[O-])ccc2c1Cl	-10%	-8%	u	-24%	-2	-8%	-1.4	-9%	-9%
Cc1ccc(NCC(=O)c2ccccc2)cc1Cl	-9%	13%	1%	26%	x	5%	-1.2	-2%	-3%
CN1C(C(=O)NCc2cccc(Br)c2)CC2Cn3c(nc4cc(Cl)c(Cl)cc43)C21 (stereo not drawn)	28%	-29%	11%	-3%	0	-6%	0.8	-6%	1%
O=C1CC2(CCN(C(=O)COc3ccc(Cl)cc3)CC2)Oc2ccccc21	16%	-14%	19%	14%	1	6%	-0.2	-5%	-1%
Nc1ccccc1C(=O)/C=C/c1ccc2c(c1)OCO2	-5%	-6%	-3%	3%	6	-20%	1.0	-10%	-4%
CCOc1cc(CN2CCCCC2)ccc1OC	1%	13%	-1%	15%	x	10%	-2.0	-3%	-20%
COCCn1c(SCC(=O)Nc2cccnc2Cl)nc2ccccc21	-2%	0%	-1%	-26%	-5	9%	-0.3	9%	-17%
O=C(O)C1CCC(Cn2c(SCc3cc(=O)n4cc(Br)ccc4n3)nc3ccsc3c2=O)CC1 (stereo not drawn)	-3%	-6%	-5%	-4%	-20	2%	2.6	-17%	2%
O=C(Nc1ccccc1O)c1cccc(S(=O)(=O)N2CCOCC2)c1	-3%	6%	1%	-3%	6	0%	0.8	0%	0%
COc1cc(NC(=O)Cn2ncc(Cl)c(Cl)c2=O)c(C)cc1[N+](=O)[O-]	2%	-6%	0%	26%	u	6%	-1.0	-4%	-13%

Screens deposited in PubChem BioAssay by National Center for Advancing Translational Sciences (NCATS).
